Screening data as filed in PubChem BioAssay.
yeast sgs1 mgt1: NCI yeast anticancer drug screen, S. cerevisiae sgs1 mgt1 strain; % growth inhibition at 50 µM; 78,000 compounds, 10% hits;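 note: 0% = growth of vehicle-only cultures of the same strain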
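Yeast cells carrying a defined DNA-repair defect were exposed to test compounds. Growth inhibition was measured relative to vehicle-treated controls.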
yeast cln2 rad14: NCI yeast anticancer drug screen, S. cerevisiae cln2 rad14 strain | AID 165 | growth inhibition, % at 50 µM | 78,000 compounds, 8.3% hits;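 note: 0% = growth of vehicle-only cultures of the same strain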
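Growth inhibition, relative to vehicle-treated controls, is the read-out. The test organism is a yeast strain with defined genetic alterations, cln2 rad14.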
rad50: NCI yeast anticancer drug screen, S. cerevisiae rad50 strain | 79,000 compounds, 10% hits | AID 155 | growth inhibition, % at 50 µM;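 note: 0% = growth of vehicle-only cultures of the same strain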
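Compounds were tested on a yeast strain with an engineered DNA damage repair alteration; the reported value is growth inhibition normalised to vehicle treatment.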
mlh1 rad18: NCI yeast anticancer drug screen, S. cerevisiae mlh1 rad18 strain; % growth inhibition at 50 µM; 79,000 compounds, 11% hits; AID 175;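 note: 0% = growth of vehicle-only cultures of the same strain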
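Read-out is yeast growth inhibition, calculated against vehicle-only controls. The compound was applied to a strain engineered with DNA damage repair alterations.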
yeast mec2-1: NCI yeast anticancer drug screen, S. cerevisiae mec2-1 strain; growth inhibition, % at 50 µM; 79,000 compounds, 9% hits; AID 157;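 note: 0% = growth of vehicle-only cultures of the same strain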
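Readout is yeast growth inhibition, normalised to vehicle-treated controls, in the mec2-1 strain exposed to compound.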
yeast bub3: NCI yeast anticancer drug screen, S. cerevisiae bub3 mutant strain | AID 167 | 78,000 compounds, 9.9% hits | growth inhibition, % at 50 µM;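 note: 0% = growth of vehicle-only cultures of the same strain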
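Mutant yeast screening strain plus compound; vehicle-treated cultures serve as the 0% inhibition reference.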
Starred values were filed as active, the others as inactive; . = no result given; & = joins results of further samples. Cut-off read from the data, not from the text of the source: active = growth inhibition above about 70%; inactive = the rest.

molecule	yeast sgs1 mgt1	yeast cln2 rad14	rad50	mlh1 rad18	yeast mec2-1	yeast bub3
CCCC(CNC(=S)Nc1ccccc1)(c1ccccc1)c1ccccc1	28.4	-4.8	13.4	29.3	17.8	13.9
C=CCOC(=O)Nc1ccc(S(=O)(=O)CC)cc1	-4.5	-21.6	-0.9	-1.6	6.0	22.8
O=C1Oc2ccccc2C(=O)Oc2ccccc2C(=O)Oc2ccccc2C(=O)Oc2ccccc21	-24.2	-8.2	-43.7	-29.6	-38.6	-22.1
C=C1C(=O)O[C@@H]2/C=C(/C)[C@@H](OC(C)=O)C[C@@H](O)/C(C)=C\[C@@H](OC(=O)[C@]3(C)O[C@@H]3C)[C@@H]12	16.2	20.5	11.3	-63.6	-0.8	13.4
CN(C)C(=O)C1C2CC3OC(=O)C1C3C2 (stereo not drawn)	6.2	-41.3	15.8	-0.6	-5.4	-1.6
CCOC(=O)/C(=C\NCc1ccccc1)c1ccccc1	3.9	-17.0	-4.5	-7.3	8.2	-12.5
C/C(=N\NC(=S)N1CCC(C)CC1)c1nccnc1C	11.4	28.1	6.1	17.7	7.8	8.9
COc1ccc(C2OC3=Nc4ccccc4NC3C2=O)cc1OC (stereo not drawn)	20.7	5.2	11.0	16.4	16.3	15.3
Cc1ccc2nc(-c3ccc(O)cc3)sc2c1	-15.8	13.9	-13.2	-4.7	-26.9	-12.0
O=C(O)CCCC(=O)Nn1c(Cc2ccc(Cl)cc2)n[nH]c1=O	34.5	-6.3	7.8	-1.9	-13.1	-7.2
Nc1cc2[nH]c(=O)c3cc(Cl)ccc3c2cc1[N+](=O)[O-]	6.7	-8.4	-8.8	25.2	9.8	-1.5
CCCC1N[C@H](C(=O)O)CS1 (stereo partly drawn)	-1.9	7.2	15.7	-3.9	7.1	10.1
CCOC(=O)Cc1cc(OC)c(OC)cc1/C(Cl)=C(\C=O)c1ccc(OC)c(OC)c1	24.0	21.2	37.9	27.4	32.9	-3.1
C/C(=N\NC(=S)N1CCN(c2ccccn2)CC1)c1nccs1	90.8*	89.5*	86.5*	.	91.6*	87.3*
O=c1c(Cc2c(-c3ccccc3)[nH]c3ccccc23)coc2ccccc12	34.8	-42.5	33.9	21.1	38.2	12.9
O=C(CCC(=O)C1Cc2ccccc2C1=O)Nc1cccc(C(F)(F)F)c1 (stereo not drawn)	-18.8	-1.5	-38.8	-30.7	-42.0	-22.9
COC(=O)c1nnn(-c2ccc(Cl)cc2C)c1N	16.7	29.7	-17.8	21.2	-1.9	-15.6
CCOc1cccc(OCC)c1C	-2.5	11.3	-4.5	14.9	-17.4	-9.0
COC(=O)c1cc2ccccc2c2c1Nc1ccc3ccccc3c1S2	0.1	-12.2	-3.8	18.7	4.5	-3.9
N#CCCC(CC#N)C1([N+](=O)[O-])CCCCC1 (stereo not drawn)	7.8	53.1	23.8	3.5	29.2	32.8
CN(C)c1ccc(/C=C\N=Nc2ccc(Br)cc2)cc1	14.7	-40.9	43.5	44.9	9.3	5.7
CCOCCNc1ncnc2c1cnn2C	13.1	-0.3	-1.1	39.0	-18.4	8.0
O=[N+]([O-])c1ccc(NC(=S)N=Nc2c(O)[nH]c3ccccc23)cc1	9.8	5.5	-4.0	7.2	-34.5	9.7
COC(=O)[C@H](Cc1c[nH]c2ccccc12)NP(=O)(O)OC[C@H]1O[C@@H](n2cc(C)c(=O)[nH]c2=O)C[C@@H]1N=[N+]=[N-]	-7.8	6.2	1.8	-44.0	-4.0	-16.6
O=C(O)CCCCCCc1ccc2ccccc2n1	16.5	10.0	16.8	-3.5	13.8	7.0
NOCc1nnc(Nc2ccccc2)s1	5.8	19.3	7.2	5.5	3.8	-4.4
O=C(Nc1ccc(Cl)cc1)C(=O)C(C(=O)c1ccccc1-c1ccccc1)C1OC(=O)c2ccccc21 (stereo not drawn)	-12.7	14.4	-19.8	-11.1	4.5	-10.0
O=C(CC(NC(=O)OCc1ccccc1)C(=O)NC1Cc2ccccc2C1=O)OCc1ccccc1 (stereo not drawn)	-10.3	29.2	-19.9	20.9	21.4	7.2
COc1ccc(C(=O)O[C@H]2[C@@H]3C=CO[C@@H](OC4OC(CO)C(O)C(O)C4O)[C@@H]3[C@@]3(CO)O[C@@H]23)cc1O (stereo partly drawn)	-3.4	11.7	31.9	38.6	23.9	34.3
O=[N+]([O-])c1cccnc1Sc1ncccn1	-10.2	-23.1	-7.2	-6.2	-12.2	-25.6
CCN(CC)c1ccc2cc(C(=O)Nc3cccc4ccccc34)c(=N)oc2c1	-10.2	-5.5	14.4	-53.6	3.0	-25.9
O=C(CS(=O)(=O)c1ccc(Cl)cc1)Oc1ccc(Cl)cc1	3.2	-51.5	-11.6	-9.0	-9.9	-0.8
Cc1cccc(C)c1Nc1n[nH]c(=S)s1	45.5	0.8	18.3	13.9	33.8	44.5
CNc1ncnc2ncn(C)c12	2.0	-5.5	9.0	6.8	0.0	1.7
NC(Cc1ccccc1)C(=O)Nc1cccnc1 (stereo not drawn)	7.8	-44.6	-17.4	-5.8	15.2	15.8
CCCCCCC1OCC(CC)C(CCC)O1 (stereo not drawn)	-6.0&17.1	-9.7&-12.2	2.0&24.4	-9.4&30.4	6.9&23.6	15.2&17.2
CCOC(=O)/C=C/n1c2ccccc2c(=O)c2ccccc21	-15.2	5.7	-1.4	-3.1	-9.8	21.6
Oc1ccc(Nc2ccc3ccccc3c2)cc1	88.9*	97.5*	97.5*	97.6*	98.5*	98.0*
CCCC(=O)c1cccs1	10.8	-11.3	3.2	11.9	9.8	-4.1
O=c1oc(-c2cc([N+](=O)[O-])cc([N+](=O)[O-])c2Cl)nc2ccccc12	83.7*	61.5	75.3*	86.8*	63.5	82.5*
Cc1ccccc1-n1c(C)nc2c1C(=O)c1ccccc1C2=O	44.2	-4.3	48.5	22.3	-0.8	53.9
CCCC1OC2(CCCC2)OCC1CC (stereo not drawn)	-3.6	-19.9	11.6	20.8	-14.8	-20.5
C/C([O-])=C(/c1nc(-c2ccc([N+](=O)[O-])o2)no1)[n+]1cc(C)ccc1C	18.9	21.3	19.3	16.1	14.0	7.5
CC1(C)NNC(=S)NC1=O	-7.7	17.1	-11.7	-5.5	-13.6	-15.6
O=C1N=NC2NC=CN3C=CC=C1C23 (stereo not drawn)	-1.6	-7.7	11.5	-3.2	5.6	-26.2
COc1ccc2c(c1)C(=O)[C@]1(C)C3(C)OC(=O)C(c4ccccc43)[C@]21C (stereo partly drawn)	-13.8	9.3	2.6	12.6	-8.6	-17.6
CCC(=O)OCC[N+](C)(C)C	-22.9	-4.2	-29.2	-20.9	-37.6	-38.5
CCC(C)C(O)C(C(=O)O)C1CCCCC1 (stereo not drawn)	15.4	39.5	31.6	26.0	23.2	23.9
Clc1ccccc1-n1cccc1/C=N\N=C/c1cccn1-c1ccccc1Cl	-6.1	-53.7	0.1	-8.0	1.7	-1.8
CC(C)(N)COB(c1ccccc1)c1ccccc1	99.8*	99.5*	99.7*	99.5*	99.8*	99.8*

Further records.
molecule	yeast sgs1 mgt1	yeast cln2 rad14	rad50	mlh1 rad18	yeast mec2-1	yeast bub3
O=C(Cn1c(-c2ccccc2)cc2ccccc21)N1CCCC1	-22.1	-10.3	-39.8	-27.2	-31.2	-19.1
Cc1cc(S(=O)(=O)Nc2n[nH]c(-c3ccc(Cl)cn3)n2)c(S)cc1Cl	17.6	-2.8	10.7	21.2	-2.9	19.6
CCCCCCCCCCCCOc1ccc(Br)cc1	19.0	-23.4	11.4	8.7	9.2	-13.4
CCSC1(SCC)C(=O)OC2=C(CCCC2)C1N(C)c1ccccc1 (stereo not drawn)	-21.1	-22.6	-5.3	-9.5	4.5	1.4
O=C1c2ccccc2-c2cc(Cl)cc(Cl)c21	6.7	-26.2	-22.0	-15.8	-0.8	-23.2
O=C(O)Cc1ccccn1	-1.8	14.1	-29.4	-2.2	-49.1	-28.8
CCNC(CCC1CCCCC1)C(=O)O (stereo not drawn)	3.5	1.8	-15.8	-18.9	-1.8	3.1
O=C1CCC(=O)N1Br	9.5	1.0	18.2	35.5	15.6	0.6
NC(=O)NNC(=O)Cc1ccccc1	-1.9	0.6	1.4	-3.5	-0.2	-0.9
O=P(O)(O)OCC1OC(n2cnc3c(=S)nc[nH]c32)C(O)C1O (stereo not drawn)	-14.1	3.9	-17.4	-3.5	4.0	-7.7
COc1cccc2c1C(=O)c1c(O)c3c(c(O)c1C2=O)C[C@@](O)(C(C)=O)C[C@@H]3OC1CC(OC(C)=O)C(OC(C)=O)C(C)O1 (stereo partly drawn)	77.0*	17.3	56.2	82.7*	60.0	75.7*
CC(=O)OCC(OC(C)=O)C(OC(C)=O)C(/C=C/[N+](=O)[O-])OC(C)=O (stereo not drawn)	2.4	-24.6	9.9	-2.0	3.6	-3.4
CCOC(=O)c1c(I)[nH]c(I)c1C	22.2	10.6	30.3	42.3	10.2	38.5
N=C(N)SCCc1ccncc1	-29.1&8.7	-5.1&-9.9	-7.3&17.7	-2.1&13.5	-5.5&3.5	-8.8&10.6
CCOC(=O)C(C)(Cc1ccco1)C(=O)OCC	-5.2	-33.5	-16.1	-12.3	-10.3	14.4
O=C(CCCCCCCCCCBr)OCc1ccccc1	.	.	-34.2	5.9	-40.0	.
CC1COC(c2ccc(C(C)C)cc2)O1 (stereo not drawn)	0.2	-8.9	7.5	-4.4	0.3	0.6
CCOC(=O)CC1(O)C=CC(=O)C=C1	-5.1&0.6	21.2&15.1	14.2&9.2	36.4&-6.2	-5.6&0.5	22.9&6.7
O=S(=O)(O)CCCCCCc1ccccc1	5.6	-17.0	18.1	35.5	6.7	-3.8
S=C(NCc1ccccc1)Nc1ncn[nH]1	-5.8	-22.9	5.1	3.8	0.2	3.5
CC1CCN(CCC(=O)c2ccc(Cl)cc2)CC1	75.5*	73.6*	77.5*	58.1	29.1	81.7*
CCN(CC)CCOCC(=O)Nc1ccccc1C	5.0	-37.5	-17.3	26.6	4.8	22.8
Nc1ncncc1Oc1ccccc1	-0.2	-33.6	8.2	-14.4	-5.3	4.0
O=C(Nc1ccccc1)Oc1c(Cl)c(Cl)c(Cl)c(Cl)c1Cl	55.7	-20.8	58.4	68.7	45.8	54.4
CC(=O)Oc1c2c(c(OC(C)=O)c3c1n(C(C)=O)c1ccccc1n3C(C)=O)n(C(C)=O)c1ccccc1n2C(C)=O	79.7*	62.5	78.2*	69.7	74.8*	69.8
COc1ccc(CCNC(=O)CCC2CCN(CCc3ccc(OC)c(OC)c3)CC2)cc1OC	1.6	22.4	16.2	3.6	-2.0	-1.5
CCCCCCCCCCCCCCCCCCCCCCCCCCS(=O)(=O)Cl	12.8	6.9	11.8	11.3	25.9	23.6
Cc1nc2c(=O)[nH]c(=S)[nH]c2[nH]c1=O	-2.1	12.5	-15.2	-1.0	-28.0	-1.3
COc1cc(OC)c2c(=O)cc(-c3ccc(OC)c(OC)c3OC)oc2c1	-30.1	-2.3	-31.8	-40.5	-23.6	-18.4
Cn1nc2c(cc1=O)Cc1ccccc1-2	12.4	23.4	26.4	13.7	9.3	0.8
C=C1CCc2ccccc2C1=O	4.2	-5.5	23.4	13.6	-4.0	7.2
CC1N(N2C(=O)CS(=O)(=O)C2C)C(=O)CS1(=O)=O (stereo not drawn)	25.3	15.1	11.2	37.0	-4.0	1.4
Nc1nc2nc[nH]c2c(=O)[nH]1	14.0&5.2	22.1&3.8	11.1&23.8	18.7&9.0	-22.6&2.6	9.4&2.9

Record cards, as listed above. Order of values: yeast sgs1 mgt1	yeast cln2 rad14	rad50	mlh1 rad18	yeast mec2-1	yeast bub3
CCCC1OC2(CCCC2)OCC1CC (stereo not drawn) as listed: -3.6	-19.9	11.6	20.8	-14.8	-20.5
Cc1ccc2nc(-c3ccc(O)cc3)sc2c1 as listed: -15.8	13.9	-13.2	-4.7	-26.9	-12.0
CC1CCN(CCC(=O)c2ccc(Cl)cc2)CC1 as listed: 75.5*	73.6*	77.5*	58.1	29.1	81.7*
O=C(O)CCCCCCc1ccc2ccccc2n1 as listed: 16.5	10.0	16.8	-3.5	13.8	7.0
COc1ccc(C(=O)O[C@H]2[C@@H]3C=CO[C@@H](OC4OC(CO)C(O)C(O)C4O)[C@@H]3[C@@]3(CO)O[C@@H]23)cc1O (stereo partly drawn) as listed: -3.4	11.7	31.9	38.6	23.9	34.3
